15-hLO-2 inh: inhibitors of human 15-lipoxygenase 2 (ALOX15B); Potency, µM (doses to about 57.1 µM), inactives show at the top dose activity change, negative = inhibition, actives largely listed as inhibitors; 0.56% of 110,000 active; O15296; AID 881; purified 15hLO-2, xylenol orange hydroperoxide absorbance; further: potency means the concentration at half of the fitted maximal effect; nearly all actives have a fitted effect of over 60% in size; many of its hits are not listed in these tables
Target sequence (O15296 whole entry, looked up): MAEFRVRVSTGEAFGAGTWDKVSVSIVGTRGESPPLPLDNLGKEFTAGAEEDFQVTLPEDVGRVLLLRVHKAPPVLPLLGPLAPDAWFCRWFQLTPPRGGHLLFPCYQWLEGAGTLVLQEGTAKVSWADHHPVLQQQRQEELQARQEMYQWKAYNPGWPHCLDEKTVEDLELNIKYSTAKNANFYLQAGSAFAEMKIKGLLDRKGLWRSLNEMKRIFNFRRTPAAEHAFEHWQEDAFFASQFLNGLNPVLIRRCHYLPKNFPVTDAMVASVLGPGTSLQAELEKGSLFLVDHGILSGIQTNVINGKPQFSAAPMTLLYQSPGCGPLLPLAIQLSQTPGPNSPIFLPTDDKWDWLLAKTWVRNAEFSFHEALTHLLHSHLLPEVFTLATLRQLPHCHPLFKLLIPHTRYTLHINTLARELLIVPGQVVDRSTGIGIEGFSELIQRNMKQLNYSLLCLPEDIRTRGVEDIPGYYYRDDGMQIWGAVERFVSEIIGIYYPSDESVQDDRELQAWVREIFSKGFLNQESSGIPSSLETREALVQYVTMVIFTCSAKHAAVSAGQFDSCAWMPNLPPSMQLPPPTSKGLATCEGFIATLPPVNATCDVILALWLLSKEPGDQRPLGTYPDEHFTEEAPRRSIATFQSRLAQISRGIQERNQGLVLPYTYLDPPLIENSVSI
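Purified human 15hLO-2 (50 nM final) preincubated with compounds 15 min at room temperature in 25 mM Hepes pH 7.5, 0.01% Triton X-100, then 45 uM arachidonic acid added for 90 min; hydroperoxide detected via ferrous/xylenol orange, 573/405 nm absorbance ratio.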
IMPase inh: membrane-permeable compound that blocks inositol monophosphatase; P97697; CHO-M1 cells, IP1 accumulation, HTRF TR-FRET ratio; inhibition (IP1 accumulation), % at 46.1 µM; 120,000 tested, under 10 active; AID 901; active means well fitted curve in the direction sought with a large enough effect in the signal ratio, not every such curve was filed as active; inconclusive means small, poorly fitted or top-dose-only effect, or a change in a side signal; inactive means no such curve, though single readings can be large or run the other way; the % refers to the signal ratio;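 further: cells stimulated with carbachol in lithium chloride buffer; plate controls were DMSO basal wells for no effect and reference inhibitor wells for full effect; higher means more IMPase inhibition seen as more IP1 and lower FRET ratio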
Target sequence (P97697 whole entry, looked up): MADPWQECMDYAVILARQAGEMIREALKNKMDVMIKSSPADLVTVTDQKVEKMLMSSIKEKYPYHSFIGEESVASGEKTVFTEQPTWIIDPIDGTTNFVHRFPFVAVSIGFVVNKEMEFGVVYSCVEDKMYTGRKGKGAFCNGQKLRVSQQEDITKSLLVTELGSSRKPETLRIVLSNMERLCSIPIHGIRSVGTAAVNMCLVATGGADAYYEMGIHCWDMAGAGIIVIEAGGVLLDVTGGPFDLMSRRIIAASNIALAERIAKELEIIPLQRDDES
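CHO-M1, 2000 cells/well, cultured 16–30 h; cpd up to 46 uM; carbachol (50 uM solution, stimulation buffer w/ 50 mM LiCl, pH 7.4), 30 min 37C; IP-One TR-FRET, 10 min RT; Ex 320/Em 665, 620; Hill-fit AC50.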
PNC inhibitor: perinucleolar compartment assembly inhibition; PC3M PTB-GFP, PNC prevalence imaging, 16 h; stronger effect = lower value; activity change (PNC), negative = inhibition, % at 10 µM; 3.1% of 140,000 active; AID 2417;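 active means readout at or below -70, meaning at least 70% loss of cells showing the perinucleolar compartment, a nuclear body marking cancer cells; inconclusive means readout between -30 and a set limit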;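 further: plate controls were DMSO wells for no effect and camptothecin positive control wells for full effect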
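Read-out is percentage of cells bearing a perinucleolar compartment, from automated 20x imaging of fixed, Hoechst-stained PC3M PTB-GFP cells. Cells were seeded 4 h, then exposed 16 h to compound (23 nl of library stock) in duplicate plates.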
ALOX12 inhib: 12-hLO (ALOX12) enzyme inhibition. 0.12% of 150,000 active. P18054. purified 12-hLO, xylenol orange hydroperoxide absorbance. Potency, µM (titrated, usually from 57.1 µM), for inactives: top-dose activity change, negative = inhibition, usual class: inhibitors; further: potency means the concentration at half of the fitted maximal effect; nearly all actives have a fitted effect of over 55% in size; many of its hits are not listed in these tables
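Purified human 12hLO (150 nM final) was preincubated with compounds for 15 min at room temperature in 25 mM Hepes pH 7.0, 0.01% Triton X-100, then reacted with 40 uM arachidonic acid for 30 min. Hydroperoxide was detected with ferrous iron/xylenol orange.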
* hit, by the source's call; ? = inconclusive; . = no result given; & = joins results of further samples; [ ] = another dose, or the depositor's remark. Unless noted, the call rests on the fitted dose curve; in most records, active means well fitted curve in the direction sought with a large enough effect; inconclusive means small, poorly fitted or top-dose-only effect, or another doubt; inactive means no such curve, though single readings can be large; an effect the other way counts as inactive or inconclusive. Unless noted, on the % scale 0 is the no-effect control and ±100 the full control effect.

No.	SMILES	15-hLO-2 inh	IMPase inh	PNC inhibitor	ALOX12 inhib
1	CCc1ccc(/C=c2\s/c(=C\C(=O)C(C)(C)C)[nH]c2=O)cc1	-9%	5	-20	-21%
2	COC(=O)c1cccc(COC(=O)c2cccnc2SC)c1	-1%	0	18	-6%
3	CCCCS(=O)(=O)Nc1ccc(Cc2ccncc2)cc1	9%	3	-16	-2%
4	O=C(c1nnc(-c2ccncc2)o1)c1ccccc1Cl	-5%	-3	66	2%
5	Clc1ccc(-c2nnc(SCc3nc4ccccc4s3)o2)cc1	.	-13	?	3%
6	CC(=O)N1CCc2cc(S(=O)(=O)NCCCOC(C)C)ccc21	0%	3	?	5%
7	CC(=O)c1ccc(NC(=O)Nc2ccc([N+](=O)[O-])cc2C)cc1	.	-8	-13	-2%
8	CCCCn1c(N)c(N(CCC(C)C)C(=O)CSc2nnc(C)s2)c(=O)[nH]c1=O	1%	-2	4	-3%
9	Cc1ccccc1C(=O)NNC(=O)Cc1ccccc1	-5%	1	27	-2%
10	NC(CO)C(=O)NNCc1ccc(O)c(O)c1O (stereo not given)	24%	.	17	0%&1%
11	CCOC(=O)c1cnc2ccc(C)cc2c1Sc1ccc(F)cc1	18%	-8	13	-14%
12	Cn1c(CNC(=O)c2ccc(Cl)cc2)nnc1SCC(=O)Nc1sc2c(c1C#N)CCCC2	-7%	2	9	0%
13	Cc1cccc2c(Cl)cc(=O)[nH]c12	.	10	?	-3%
14	N#C/C(=C\c1c(N2CCOCC2)nc2ccccn2c1=O)S(=O)(=O)c1ccccc1	-29%	-4	1	?
15	Cc1csc(SCC(=O)NC23CC4CC(CC(C4)C2)C3)n1	0%	0	33	5%
16	O=C(Nc1cccc2ncccc12)c1cc2ccccc2o1	-5%	-4	17	0%
17	COc1ccc(NC(=O)c2sc(N3CCOCC3)nc2-c2ccccc2)c(OC)c1	.	0	11	-4%
18	CN(C)c1oc(-c2ccccc2Cl)nc1C#N	-1%	?	39	-5%
19	COc1ccccc1NC(=O)CCn1c(=O)sc2ccccc21	.	-1	6	-1%
20	COc1ccc(NS(=O)(=O)c2ccc(NS(C)(=O)=O)cc2)cc1	-3%	9	-5	-6%
21	COc1cc(C(=O)N(Cc2ccccn2)CC2CCCO2)cc(OC)c1OC (stereo not given)	-3%	9	0	-3%
22	COc1cccc(C(=O)N/N=C/c2ccc(OC3CSC3)cc2)c1	-5%	3	?	-3%
23	CCOC(=O)C1CCCN(S(=O)(=O)c2cccc3cccnc23)C1 (stereo not given)	-5%	10	?	1%
24	Cc1ccc(NC(=O)CN(C)C(=O)CSc2n[nH]c(N)n2)cc1	3%	5	-25	1%
25	Cc1cccc(C)c1NC(=S)NCCc1ccccn1	.	.	-105*	-1%
26	COc1ccc(-c2c(C(F)(F)F)oc3cc(OCC(=O)Nc4ccccc4C(F)(F)F)ccc3c2=O)cc1OC	.	.	40	-1%
27	COc1ccc(N2CCN(c3nc(Cl)nc(N4CCOCC4)n3)CC2)cc1	.	0	265	7%
28	Cn1nc([N+](=O)[O-])c(C(C#N)c2nc3ccccc3n2C)c(Cl)c1=O (stereo not given)	.	.	-7	-3%
29	COc1ccc(C(=O)COC(=O)c2ccc(NC(C)=O)cc2)cc1[N+](=O)[O-]	5%	-2	46	3%
30	Cc1nn(CC#N)c(=O)n1-c1cccc(F)c1	-6%	0	20	4%
31	Cc1ccc(/C(N)=N/OC(=O)CCc2ccccc2)cc1	11%	?	5	-3%
32	COc1cc(/C=C(\C#N)c2ccccn2)ccc1OCc1ccccc1Cl	.	-2	-17	2%
33	Cc1nonc1NCn1nnc2ccccc21	1%	-3	?	1%
34	COc1ccc(CC(NC(C)=O)C(=O)NC2CCN(C(=O)NCc3ccccc3)CC2)cc1OC (stereo not given)	12%	2	-1	-8%
35	CCOc1ccccc1C(=O)NCC(=O)OCC(=O)c1ccc2c(c1)OCCO2	2%	4	38	-1%
36	CC(C)(C)C1CCc2nc(NC(=O)Cc3cn4ccsc4n3)sc2C1 (stereo not given)	32%[activator]	1	?	-13%
37	O=S(=O)(NCc1cc(-c2ccccc2Cl)no1)c1ccc(Cl)cc1	-9%	-3	11	-7%
38	COc1ccc(NC(=O)C(c2ccc(OC)cc2)N(C)C(=O)c2cnccn2)cc1 (stereo not given)	-4%	1	28	-9%
39	COC(=O)c1[nH]c2ccc(Br)cc2c1NC(=O)CN1CCCc2ccccc21	-11%	0	58	-10%
40	COc1ccc(S(=O)(=O)Cc2ccc(C(=O)NCc3ccc(F)cc3)o2)cc1	-3%	-3	30	1%
41	O=C(/C=C/c1ccccc1F)c1ccoc1	-8%	6	6	-5%
42	COCCn1c(CN2CCN(c3cccc(Cl)c3)CC2)nc2c1c(=O)n(C)c(=O)n2C	1%	8	?	0%
43	COC(=O)c1ccccc1NC(=O)CSCC(=O)Nc1ccccc1	-16%	5	9	2%
44	Clc1ccc(CNc2nc(CN3CCOCC3)nc3scc(-c4ccccc4)c23)cc1	.	-1	25	-3%
45	CN(C)S(=O)(=O)c1ccc2c(c1)c(=O)c(C(=O)N1CCN(c3ccccn3)CC1)cn2C	-6%	0	-4	4%
46	CNC(=S)NC1CC2CCC(C1)N2Cc1ccccc1 (stereo not given)	4%	4	-18	-3%
47	Cc1nc(NC(=O)CCC(=O)O)sc1C(=O)N(C)C	2%	-2	-21	1%
48	O=C(Nc1c(C(=O)N2CCCC2)cnn1-c1ccccc1)c1cccc(F)c1	.	?	12	-1%
49	O=C(c1cccs1)N(CCO)Cc1cc2cc3c(cc2[nH]c1=O)OCCO3	13%	1	35	-6%
50	Cc1ccc(-c2ccc(CCC(=O)O)o2)cc1	-14%	2	-2	1%

Continuation.
No.	SMILES	15-hLO-2 inh	IMPase inh	PNC inhibitor	ALOX12 inhib
51	CO/N=C(/C(=O)NC1C(=O)N2C(C(=O)O)=C(CSc3nc(=O)c(O)nn3C)CSC12)c1csc(N)n1 (stereo not given)	20%&25%	.	.	-4%&-2%
52	O=C(Nc1ccc(N2CCOCC2)cc1)c1cc(F)c(F)cc1Cl	.	.	17	0%
53	Nc1nnc(SCC(=O)N2CCN(c3ccccc3)CC2)s1	-5%	9	14	1%
54	CCc1ccc(NC(=O)N(Cc2cccnc2)Cc2ccco2)cc1	2%	7	-10	-1%
55	CCCc1cc(=O)[nH]c(SCC(=O)c2ccc(S(=O)(=O)N3CCCC3)cc2)n1	-17%	6	23	-1%
56	COC(=O)CN1C(c2ccc(Cl)cc2)=Nc2ccc(Cl)cc2C1c1ccccc1 (stereo not given)	.	8	36	-2%
57	O=C(NCc1ccccn1)c1cn(Cc2ccccc2)nn1	4%	-19	-19	1%
58	C=C(C)c1ccc(C(C)(C)NC(=O)N2CCN(C)CC2)cc1	5%	7	28	6%
59	Cc1ccc2cc3c(NC(=O)c4cccnc4)nn(C)c3nc2c1	-18%	5	7	-3%
60	CNC(=S)N/N=C/c1cn(Cc2ccc(C)cc2)c2ccccc12	.	0	-4	?
61	CCOC(=O)C(=O)N1CCN(CC)CC1	.	.	-8	-1%
62	O=C(O)CCCCC1SCC2NC(=O)NC21 (stereo not given)	1%&-2%	1	14	-2%&0%
63	COc1ccc(-n2c(C)n[nH]c2=O)cc1OC	.	-1	?	5%
64	O=C(CC1CCCCC1)OCn1nnc2ccccc2c1=O	11%	1	30	-9%
65	CCOC(=O)c1c(NC(=O)CSc2nnc(-c3cccc(C)c3)n2CC)sc(C(C)=O)c1C	-8%	-1	35	-2%
66	Cc1[nH]c2ccccc2c1NC(=O)CN1CCN(Cc2ccc3c(c2)OCO3)CC1	15%	-12	16	-6%
67	CCOC(=O)c1sc(N)nc1-c1ccccc1	.	-5	?	2%
68	CCc1ccc(OC)c(S(=O)(=O)NCCOc2ccccc2)c1	5%	7	-29	-9%
69	Nc1nc(-c2ccccc2)c(N=Nc2ccccc2Cl)s1	.	-1	26	-9%
70	CCCCCCNC(=O)Nc1ccc(S(=O)(=O)Nc2ccc(CCNC[C@H](O)COc3ccc(O)cc3)cc2)cc1	-5%	.	.	-6%
71	COc1cc(/C=N/NC(=O)CCc2c(C)n[nH]c2C)cc(OC)c1OC	2%	1	?	4%
72	Cc1ccccc1N1C(=O)C(Cl)=C(N2CCN(c3ccccc3)CC2)C1=O	-29%	10	-85*	-12%
73	O=C(CNS(=O)(=O)c1ccc2ccccc2c1)OCc1csc(-c2ccccc2)n1	.	3	?	-4%
74	O=c1c(-c2nnc(SCc3ccc(Cl)cc3)o2)cccn1Cc1ccccc1	.	5	12	20%
75	CC(C(=O)N(C)C)N(C#N)c1nc(N(C)C)nc(N(C)C)n1 (stereo not given)	1%	2	5	-1%
76	O=c1[nH]cnc2c1sc1nc(-c3ccccc3)c3c(c12)CCCC3	.	.	72	2%
77	COc1ccc(Cl)cc1-n1c(=S)sc2c(=O)[nH]c(SCC(=O)NCC3CCCO3)nc21 (stereo not given)	-13%	?	-8	-8%
78	N#Cc1nc(-c2ccc(Cl)cc2)oc1NCCc1ccccn1	3%	5	?	-1%
79	Cc1cc(C)c2[nH]c(=O)c(C(c3nnnn3Cc3ccc4c(c3)OCO4)N3CCC(C)CC3)cc2c1 (stereo not given)	.	14	-14	-7%
80	COc1ccc(C[C@H](N)C(=O)N[C@@H]2[C@H](O)[C@H](n3cnc4c(N(C)C)ncnc43)O[C@@H]2CO)cc1	20%[25.6 µM]	-7[20.6 µM]	.	-1%[25.6 µM]
81	CNC(=O)CSc1nc(N)c2c3c(sc2n1)CCC3	.	3	?	3%
82	Cc1ccc2nc(-c3ccccc3)c(NC(=O)c3ccco3)n2c1	.	2	78	1%
83	CCOc1ccccc1Oc1coc2cc(O)ccc2c1=O	2%	-2	-4	-3%
84	C[C@@]12C[C@@H](O)[C@H]3[C@@H](CCC4=CC(=O)CC[C@]43C)[C@H]1CC[C@H]2C(=O)CO	5%[25.6 µM]	-2[20.6 µM]	.	-4%[25.6 µM]
85	Cc1ccc(NC(=O)CCSc2nnc(Cc3ccccc3)o2)cc1	.	.	7	-1%
86	COC(=O)c1cnc2ccccc2n1	.	?	-26	15%
87	CN(C)S(=O)(=O)c1ccc(Cl)c(NC(=O)COC(=O)c2cc(-c3ccccc3)nc3ccccc23)c1	.	.	?	-2%
88	COc1ccc2nc(NC(=O)C3CCCN(S(=O)(=O)c4cccs4)C3)sc2c1 (stereo not given)	3%	-6	39	-3%
89	O=C(c1cnc2sccn2c1=O)N1CCCc2ccccc21	-1%	8	16	2%
90	O=C(c1csnn1)N1CCC[C@@]2(CCN(c3ccccc3)C2)C1	-11%	.	.	-17%
91	O=C(CCc1ccccc1)Nc1ccc(NC(=O)C2CC2)nc1	-5%	-2	-19	0%

Part of the list above, with each value named.
29) COc1ccc(C(=O)COC(=O)c2ccc(NC(C)=O)cc2)cc1[N+](=O)[O-]
  15-hLO-2 inh: 5%
  IMPase inh: -2
  PNC inhibitor: 46
  ALOX12 inhib: 3%
30) Cc1nn(CC#N)c(=O)n1-c1cccc(F)c1
  15-hLO-2 inh: -6%
  IMPase inh: 0
  PNC inhibitor: 20
  ALOX12 inhib: 4%

Compound activity from PubChem.

A portion of the library, so the mix of outcomes need not match the whole.
